Screening results as filed in PubChem BioAssay.
STAT3 blocker = IL-6 driven STAT3 reporter inhibitors, primary screen, U3A cells, luciferase, luminescence, MLSCN library | 190,000 compounds, 0.89% hits | IL-6 STAT3-luciferase reporter; host cell line lacks STAT1 | inhibition, % at 5.5 µM | AID 862, 2007;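 active = inhibition above the mean inhibition across all screened compounds plus 3 SD, cut at about 44% in these data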;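 also: 0% = DMSO only wells and 100% = 100 µM nifuroxazide control wells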
STAT1 act = STAT1 signaling activators, primary screen, cell-based, HTS, luciferase reporter; NIH 3T3 STAT1-luciferase reporter, IFN-gamma, luminescence; 100% = IFN-gamma alone, no compound; activation (% of control), % at 5.5 µM; 200,000 compounds, 2.6% hits; AID 932, 2007;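 active = activation above the screen-wide mean activation plus 3 SD, cut at about 130% in these data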;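 also: raw ratio to IFN-gamma control signal so 100% means no change and 0% no light; values of inactives mirror those of a sister screen read the other way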
STAT3 act = IL-6 driven STAT3 reporter potentiators, primary screen, U3A cells, luciferase, luminescence, MLSCN library; IL-6 STAT3-luciferase reporter; 100% = signal with IL-6 EC80 alone; activation (% of control), % at 5.6 µM; 190,000 compounds, 0.91% hits; AID 871, 2007;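 active = activation above the screen-wide mean of compound activation plus 3 SD, cut at about 130% in these data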;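 also: 0% = background luminescence of wells with medium and substrate only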
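Detection: reporter luminescence signal / Assay system: STAT1-lacking human U3A cells, STAT3 luciferase reporter / Incubation: compound pre-incubation 1 h before IL-6, then 6 h stimulation at 37 °C / Control set: IL-6-only high control / Read-out: % activation relative to IL-6 control / Probe or stimulus: Interleukin-6, 33 ng/mL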
HMGR II inh = inhibitors of E. faecalis class II HMGR, primary screen, biochemical, Enterococcus faecalis; inhibition, % at 10 µM; HMG-CoA reductase (Enterococcus faecalis, mvaE); 190,000 compounds, 0.41% hits; purified E. faecalis HMGR, NADPH absorbance 340 nm kinetic;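 active = inhibition above a set limit, the median over all tested compounds plus 3 SD, cut at about 9.5% in these data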;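 also: enzyme runs in reverse so mevalonate oxidation gives rising NADPH absorbance; 0% = complete reaction with DMSO and 100% = background rate lacking mevalonate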
STAT1 blocker = STAT1 signaling inhibitors, primary screen, cell-based, HTS, luciferase reporter; NIH 3T3 STAT1-luciferase reporter, IFN-gamma, luminescence; inhibition, % at 5.5 µM; 200,000 compounds, 0.35% hits;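 active = inhibition above a set limit, the mean inhibition across all tested compounds plus 3 SD, cut at about 34% in these data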;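 also: 0% = IFN-gamma with DMSO and 100% = IFN-gamma with 300 µM nifuroxazide; values of inactives mirror those of a sister screen read the other way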
Hsp70 act = Hsp70 transcriptional activators, primary screen, cell-based, HeLa, Hsp70 promoter luciferase, luminescence, 10 µM. HeLa Hsp70 promoter luciferase reporter; scaled: vehicle 0, proteasome-inhibitor control 100%. activation, % at 10 µM. 200,000 compounds, 0.04% hits. AID 1203, 2008;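 active = activation above the mean across all tested compounds plus 3 SD, cutoff set per campaign, cut at about 5.5% in these data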;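 also: 100% = MG132 at 30 µM as the positive control and 0% = DMSO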
TLR4 MyD88 comp = inhibitors of TLR4-MyD88 association in cells, primary screen, cell-based, HeLa CL3-4, BLA complementation, FRET ratio | HeLa CL3-4 TLR4/MyD88 BLA complementation | 200,000 compounds, 0.18% hits | Toll-like receptor 4 (Homo sapiens) + Myeloid differentiation primary response protein … | inhibition, % at 8.4 µM | AID 861, 2007; in the data active = inhibition above about 25%;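 also: 0% = vehicle and 100% = reference inhibitor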
Target sequence (O00206 whole entry, looked up): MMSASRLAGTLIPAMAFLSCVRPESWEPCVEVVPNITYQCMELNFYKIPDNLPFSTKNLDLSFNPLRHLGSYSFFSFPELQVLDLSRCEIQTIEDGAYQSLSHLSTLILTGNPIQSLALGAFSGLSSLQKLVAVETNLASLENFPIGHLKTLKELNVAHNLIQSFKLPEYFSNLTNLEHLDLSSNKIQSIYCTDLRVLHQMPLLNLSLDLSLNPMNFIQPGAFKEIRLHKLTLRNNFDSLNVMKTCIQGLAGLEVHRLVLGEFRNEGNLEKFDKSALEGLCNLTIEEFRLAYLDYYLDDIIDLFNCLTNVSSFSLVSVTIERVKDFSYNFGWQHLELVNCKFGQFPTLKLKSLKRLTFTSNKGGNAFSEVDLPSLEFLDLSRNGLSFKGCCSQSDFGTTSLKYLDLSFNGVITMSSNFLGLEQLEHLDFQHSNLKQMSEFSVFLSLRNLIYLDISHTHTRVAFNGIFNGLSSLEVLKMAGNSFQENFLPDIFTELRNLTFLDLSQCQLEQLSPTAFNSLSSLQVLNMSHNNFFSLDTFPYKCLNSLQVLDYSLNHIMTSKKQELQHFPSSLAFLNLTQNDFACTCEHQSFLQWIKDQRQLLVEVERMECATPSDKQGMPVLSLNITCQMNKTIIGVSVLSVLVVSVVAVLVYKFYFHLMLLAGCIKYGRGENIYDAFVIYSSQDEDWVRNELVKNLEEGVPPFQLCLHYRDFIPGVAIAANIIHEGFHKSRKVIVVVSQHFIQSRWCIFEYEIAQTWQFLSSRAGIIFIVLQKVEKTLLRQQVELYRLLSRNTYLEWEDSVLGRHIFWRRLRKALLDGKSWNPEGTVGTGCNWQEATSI
Target sequence (Q99836 whole entry, looked up): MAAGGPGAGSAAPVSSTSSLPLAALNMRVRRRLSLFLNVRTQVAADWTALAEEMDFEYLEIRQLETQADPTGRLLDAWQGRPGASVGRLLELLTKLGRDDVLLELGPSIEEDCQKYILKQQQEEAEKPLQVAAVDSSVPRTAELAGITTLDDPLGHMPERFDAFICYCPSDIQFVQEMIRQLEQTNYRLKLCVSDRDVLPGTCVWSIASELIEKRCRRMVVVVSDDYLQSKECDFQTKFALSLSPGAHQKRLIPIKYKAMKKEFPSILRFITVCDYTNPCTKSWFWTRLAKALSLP
Redox H2O2 prof = compounds producing H2O2 with reducing agent – biochemical, NIH compound library profiling, artefact control for MLSCN library redox annotation, primary screen. AID 878, 2007. 200,000 compounds, 0.03% hits. activation, % at 10 µM. DTT-dependent redox cycling H2O2, phenol red/HRP absorbance; 100% = 100 µM peroxide control, 0% = buffer;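 active = activation of at least 50% relative to the plate's high and low controls in the primary single-dose screen; inactive = activation below 50%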;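 also: compound incubated with DTT at 0.8 mM final as the reducing agent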
APP 5'UTR act = activators of APP 5'UTR luciferase reporter, primary screen, SH-SY5Y cells; 190,000 compounds, 1% hits; SH-SY5Y APP 5'UTR luciferase reporter, luminescence; zero percent = DMSO vehicle wells; activation, % at 2 µM;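 active = activation above a set limit, based on mean plus 3 SD of controls, cut at about 140% in these data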; also: values of inactives mirror those of a sister screen read the other way
NF-kB expr up = activators of NF-kB expression in neurons, primary screen, cell-based, HTS; 190,000 compounds, 1.6% hits; fold change at 12.5 µM; human neuronal cells, NF-kB reporter expression; stronger effect = higher value; in the data active = fold change above about 3.3
* = called active by the depositor; / = not tested or not shown.

SMILES	STAT3 blocker	STAT1 act	STAT3 act	HMGR II inh	STAT1 blocker	Hsp70 act	TLR4 MyD88 comp	Redox H2O2 prof	APP 5'UTR act	NF-kB expr up
Fc1ccccc1N1CCN(Cc2nc(-c3ccc(Cl)cc3Cl)no2)CC1	0	97	101	-11	3	-0.5	-12	-0.1	-9	0.96
O=C(Cc1ccc(F)cc1)Nc1c2c(nn1-c1cccc(Cl)c1)CS(=O)C2 (configuration not stated)	-7	102	108	-1	-2	-0.3	-1	2.6	-30	1.1
Cc1ccc(NC(=O)CN(C)C(=O)CSc2nc3ccccc3c(=O)n2Cc2ccco2)cc1	2	100	101	-1	0	-0.6	11	2.0	-7	0.69
CC(=O)NNc1[nH]c2c(c(=O)c1[N+](=O)[O-])c(=O)n(C)c(=O)n2C	8	90	97	-7	11	-0.6	2	-1.6	-8	0.93
COc1ccc(CN2C(=O)CN=C2Nc2cc(C)ccc2C)cc1	-1	99	102	-5	6	-0.4	-7	0.0	1	1.1
CCOC(=O)N1CCN(c2ncnc3c2cnn3-c2ccc(OC)cc2)CC1	17	106	90	/	-7	-0.2	-6	0.0	4	/
Cc1nnc2n(-c3ccccc3)c(=O)c3c4c(sc3n12)CC(C)CC4 (configuration not stated)	23	105	84	-3	-5	-0.3	12	2.6	-2	1
CN(c1ccc(OCC(=O)OCC(=O)Nc2ccccc2F)cc1)S(=O)(=O)c1cccs1	10	99	93	-2	1	-0.4	-6	0.0	5	1.2
CCOc1ccc(-c2csc(NC(=O)C3CCCO3)n2)cc1 (configuration not stated)	12	105	92	1	-12	0.4	-15	0.3	33	1.5
COc1cc(C(=O)NCC(c2ccco2)N2CCCC2)ccc1OCc1c(C)noc1C (configuration not stated)	12	96	95	2	3	-0.2	2	0.4	2	0.85
Clc1ccc(CN2C3=NCCCN3c3ccccc32)cc1	-5	94	105	-3	7	0.1	-2	-3.7	-8	0.98
CCOC(=O)Cn1nc(C)c(NC(=O)COc2ccc(F)cc2F)c1C	8	98	96	0	1	-0.1	7	-0.1	-5	0.9
Cc1ccn2cc(-c3cccc(NC(=O)c4cccs4)c3)nc2c1	24	121	83	-4	-21	-0.2	-6	-0.7	10	1.8
CC(=O)Nc1cccc(Nc2nc(-c3ccccc3)nc3ccccc23)c1	11	103	97	2	-3	-0.3	1	0.5	-2	0.47
Nc1nc2ccc(S(=O)(=O)N3CCCCC3)cc2s1	9	101	100	-5	-1	-0.3	0	0.0	7	1.2
O=[N+]([O-])/C(C(=C(Cl)Cl)N1CCN(Cc2ccccc2)CC1)=C1\NCCN1Cc1ccc(Cl)nc1	2	95	101	-4	5	0.1	7	-0.3	-21	1.1
Cc1cc(C(=O)Nc2nnc(C(F)(F)F)s2)no1	4	97	100	1	3	0.1	8	0.4	4	1.2
S=C(NCc1cccs1)Nc1cccc(Cl)c1	12	83	97	2	17	-0.2	-16	0.9	-12	1.1
CCOCCCNS(=O)(=O)c1ccc2c(c1)oc(=O)n2CC(=O)OCC	-1	97	102	4	3	-0.2	-12	0.7	-16	1.2
Cc1ccc(-n2c(SC3CCOC3=O)nc3ccccc3c2=O)cc1 (configuration not stated)	-3	91	104	-4	9	0.2	-6	-2.0	-2	1.1
Cc1ccc(N2CC(C(=O)Nc3ccc4c(c3)OCO4)CC2=O)cc1 (configuration not stated)	6	104	100	-2	-4	-0.1	0	-0.6	-11	1
O=C(c1cccc(F)c1)N1CCC(c2nc3ccccc3s2)CC1	13	97	94	-5	1	-0.3	0	-1.7	-5	1
Cc1ccc(S(=O)(=O)N2CCN(C(=O)c3cc(=O)[nH]c4ccccc34)CC2)c(C)c1	4	87	100	-6	14	-0.3	-1	1.0	5	0.32
Cc1nnc(NN2CCOCC2)[nH]c1=O	9	102	94	-3	-4	0.0	-6	-1.5	18	1.1
O=C1CC(C(=O)Nc2ccccc2)N=C(N2CCOCC2)N1 (configuration not stated)	7	98	97	-2	3	-0.3	-1	-0.5	13	0.97
O=C(N1CCOCC1)N1CCN(S(=O)(=O)N2CCCCC2)CC1	0	98	103	-10	-1	0.1	9	1.4	-40	1.1
Cc1ccc2c(c1)N(C(=O)NC1CCCCC1)C(C)(C)CC2C (configuration not stated)	-11	103	110	-10	-6	-0.2	-4	-0.3	-1	1.7
CC1CCCCN1C(=O)N[C@@H](Cc1ccccc1)C(=O)O (some centres not stated)	-1	94	104	0	6	-0.2	-6	0.0	3	1.6
O=C(N/N=C/c1cn(-c2ccccc2)nc1-c1ccc(F)cc1)c1ccc(Br)o1	22	104	86	-2	-4	0.4	2	-4.8	2	0.82
CCCCOc1cccc(C(=O)NC(=S)Nc2ccc(Cl)c(C(=O)O)c2)c1	-8	110	109	-6	-13	-0.4	2	-0.4	5	0.91
COc1ccc(Nc2nc(N)nc(CSC(=S)N3CCN(C)CC3)n2)cc1	12	114	95	-1	-16	0.0	3	-0.8	2	1.3
O=C(NCc1ccco1)c1nnc(Cc2ccc(Cl)cc2)o1	7	106	99	3	-6	-0.4	-2	-1.9	5	1.2
Cc1nn(C)cc1/C=C/C(=O)c1ccccc1	-11	111	115	-6	-12	0.0	16	-0.8	161*	11*
COc1ccc(N(CC(=O)N/N=C/c2cc(Br)c(C)o2)S(=O)(=O)c2ccc(NC(C)=O)cc2)cc1	-2	109	107	3	-10	-0.1	7	-0.3	2	0.81
CCN(CC)C(=O)COc1cc(C)cc2oc(=O)cc(-c3ccccc3)c12	-6	100	109	-2	0	-0.2	-11	1.2	-2	1.1
CC(C)OCCCNC(=O)CCc1nc(-c2ccccc2)no1	4	94	100	0	8	0.1	-2	-1.8	-2	1.2
Cc1nn(Cc2ccc(Cl)cc2Cl)c(C)c1NC(=O)c1ccc(COc2cc(Cl)ccc2Cl)o1	19	89	87	-2	13	-0.3	8	17	18	0.62
Cc1ccc(C)c(CN2C(=O)C(C)Oc3ccc(C)cc32)c1 (configuration not stated)	3	97	99	3	3	-0.3	-4	-0.4	3	1.1
O=c1[nH]c(Cc2ccccn2)nc2scc(-c3ccc(Cl)cc3)c12	32	105	79	0	-7	-0.2	-9	0.0	3	0.77
CC(=O)N1N=C(c2ccc(NS(C)(=O)=O)cc2)CC1c1ccc2nccnc2c1 (configuration not stated)	8	100	98	-7	-1	-0.1	5	-0.2	-16	1.2
COc1ccc(C(C(=O)NC2CCCC2)N(Cc2ccccc2)C(=O)c2nsc(Cl)c2Cl)cc1 (configuration not stated)	18	94	90	2	7	-0.3	5	0.6	/	0.61
O=C(C1=C[C@H](c2ccc3c(c2)OCO3)C[C@H](OCc2ccc(CO)cc2)O1)N1CCN(Cc2ccc3c(c2)OCO3)CC1	/	101	/	1	1	0.0	-3	0.0	-13	0.68
O=C(CCN1CCOCC1)Nc1ccccc1	2	97	101	-1	3	-0.4	5	-3.6	0	0.93
CCC(C)NS(=O)(=O)c1ccc(OCC(=O)NCc2ccc(OC)cc2)cc1 (configuration not stated)	16	97	95	0	3	-0.1	4	0.8	22	1.2
CC(=O)c1cccc(N(C(=O)c2cnccn2)C(C(=O)NCc2ccccc2)c2ccco2)c1 (configuration not stated)	1	102	102	1	-2	-0.3	-2	2.6	-12	1.1
COc1ccc(CC(=O)Nc2nc(-c3cc(OC)ccc3OC)cs2)cc1	24	108	83	4	-10	-0.1	9	-0.8	23	0.88
Cc1ccc2c(c1)nnn2C1CCN(S(=O)(=O)c2ccc(C(=O)N3CC(C)CC(C)C3)cc2)CC1 (configuration not stated)	16	93	92	-1	9	-0.2	12	-2.9	8	0.62
CCCNc1nc2c(c(=O)[nH]c(=O)n2C)n1CCC(C)C	-11	101	112	-3	-2	-0.4	-6	-0.3	1	0.92
OCC1(CO)COC2(CCCC2)N1	3	102	103	-3	-2	-0.1	1	-8.9	14	1.3
COc1ccc(N(C(C)C(=O)NN=C2CCCCCCC2)S(C)(=O)=O)cc1 (configuration not stated)	10	100	96	-1	1	-0.2	-5	0.1	-7	1.1
O=C(/C=C/N1CCOCC1)c1ccc(-c2ccccc2)cc1	5	116	100	-2	-18	-0.1	-9	3.0	25	1.4
COc1ccc(/C=N/n2c(N)c(S(=O)(=O)c3cccs3)c3nc4ccccc4nc32)cc1OC	36	100	71	2	-3	-0.3	-8	0.2	-11	1.1
Cn1nc(C(=O)NC(C)(C)C)c2ccccc21	-10	100	106	1	1	-0.2	-19	-0.2	-13	1.1
COc1ccc(C(=O)N/C(=C/c2ccco2)C(=O)NC2CCS(=O)(=O)C2)cc1 (configuration not stated)	7	102	96	0	-4	-0.4	-10	-0.5	1	1
Cc1c(/C=N/NC(=O)c2cc(=O)[nH]c(=O)[nH]2)c2ccccn2c1C(=O)c1ccccc1	9	93	97	0	8	-0.1	-3	-1.1	0	0.94
CNC(=O)NC(=O)CSc1nc2cc(C(=O)OC)ccc2c(=O)n1-c1ccccc1	-2	90	105	-1	10	-0.2	13	0.2	-6	0.98
Cc1cc(C)nc(SC(C)C(=O)O)n1 (configuration not stated)	5	95	99	0	6	0.1	8	-3.1	0	1.1
CCOC(=O)C1CCCN(c2c(NCCN3CCCCC3C)c(=O)c2=O)C1 (configuration not stated)	2	98	103	-6	2	0.0	5	-0.2	0	1.1
Cc1cc(SCC(=O)c2ccccc2)nc(C)n1	0	110	105	-9	-11	0.8	-9	-11	/	2.7
C/C(=C/C(=O)N1CCN(C)CC1)C(=O)O	8	89	94	-3	13	-0.5	-4	-0.2	-2	1.1
More compounds follow.
SMILES	STAT3 blocker	STAT1 act	STAT3 act	HMGR II inh	STAT1 blocker	Hsp70 act	TLR4 MyD88 comp	Redox H2O2 prof	APP 5'UTR act	NF-kB expr up
O=c1c(/C=N/O)c(Nc2ccccc2)nc2ccccn12	21	96	86	-4	4	-0.1	-3	-1.7	12	0.84
O=C1c2cccc3c(Nc4ccccc4Cl)c([N+](=O)[O-])cc(c23)C(=O)N1CCO	8	94	99	-3	7	-0.1	2	3.1	-6	0.67
COc1ccc(NC(=O)CSc2nnc(-c3ccncc3)n2C)cc1	9	101	95	2	-2	0.1	3	-1.0	-6	1.1
COC(=O)/C(=C/c1ccc2c(c1)c1ccccc1n2C)NC(=O)c1ccccc1	3	97	100	-3	4	-0.1	1	0.5	-4	0.42

Quoted at random: two entries already listed
SMILES	STAT3 blocker	STAT1 act	STAT3 act	HMGR II inh	STAT1 blocker	Hsp70 act	TLR4 MyD88 comp	Redox H2O2 prof	APP 5'UTR act	NF-kB expr up
COc1ccc(NC(=O)CSc2nnc(-c3ccncc3)n2C)cc1	9	101	95	2	-2	0.1	3	-1.0	-6	1.1
COC(=O)/C(=C/c1ccc2c(c1)c1ccccc1n2C)NC(=O)c1ccccc1	3	97	100	-3	4	-0.1	1	0.5	-4	0.42
